Source: PubChem (several laboratories)
Keap1-Nrf2 PPI – inhibitors of human Keap1-Nrf2 protein-protein interaction; Keap1 Kelch-Nrf2 peptide fluorescence polarization, 1536-well; Q14145; inhibition, % at 9.4 µM; actives 0.15% (n = 340,000); in the data active = inhibition above about 12%;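 note: human Keap1 Kelch domain with fluorescein labeled Nrf2 9mer peptide probe; 0% = neutral control wells and 100% = peptide positive control; higher means more block of Keap1 binding to Nrf2 peptide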
CDK5 inh – CDK5/p35 (human) kinase inhibition; actives 0.01% (n = 330,000); Recombinant CDK5/p35, ADP-Glo luminescence, 60 min; inhibition, % at 10 µM;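 active = highest replicate inhibition of at least 50% and at least 75% of replicates reaching 50%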;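 note: plate controls were DMSO neutral control for no effect and GW8510 at 10 µM for full effect; many of its hits are not listed in these tables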
Target sequence (Q00535 whole entry, looked up): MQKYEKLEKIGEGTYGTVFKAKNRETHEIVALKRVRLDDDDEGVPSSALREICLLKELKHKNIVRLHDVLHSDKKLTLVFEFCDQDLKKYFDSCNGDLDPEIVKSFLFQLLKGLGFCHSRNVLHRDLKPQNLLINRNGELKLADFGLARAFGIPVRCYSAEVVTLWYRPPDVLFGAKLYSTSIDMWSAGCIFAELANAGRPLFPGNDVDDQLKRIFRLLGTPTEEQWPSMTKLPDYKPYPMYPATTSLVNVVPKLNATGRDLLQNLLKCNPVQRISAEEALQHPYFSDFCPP
Target sequence (Q15078 whole entry, looked up): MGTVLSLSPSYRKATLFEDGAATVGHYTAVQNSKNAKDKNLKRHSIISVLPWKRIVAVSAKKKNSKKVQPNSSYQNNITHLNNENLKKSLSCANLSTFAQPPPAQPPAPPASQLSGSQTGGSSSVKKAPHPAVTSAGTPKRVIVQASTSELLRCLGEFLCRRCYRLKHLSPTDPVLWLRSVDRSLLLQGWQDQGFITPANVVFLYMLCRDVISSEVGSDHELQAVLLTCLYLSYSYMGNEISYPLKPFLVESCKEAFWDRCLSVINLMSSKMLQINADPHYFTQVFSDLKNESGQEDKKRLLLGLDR
SUMO Mot1 rescue – SUMOylation pathway inhibition by Mot1-301 growth rescue; S. cerevisiae Mot1-301 growth rescue, ATP luminescence, 38.5C; percent above DMSO median, 100 means doubled; growth rescue, % at 18.8 µM; actives 1% (n = 320,000); AID 2716;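 active = every valid replicate shows activation above 250% relative to neutral control wells; inactive = the rest, any valid replicate at or below 250%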;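 note: OY570 slx delta 5 strain wells were the positive control but not used for scaling; some compounds called inactive have numbers as strong as hits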
PfHsp90 set2 – reduces growth (ATP signal) of yeast expressing P. falciparum Hsp90; S. cerevisiae expressing PfHsp90, BacTiter-Glo ATP, 48 h; yeast lacking PDR1 and PDR3 efflux regulators; inhibition, % at 9.4 µM; actives 0.32% (n = 310,000);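 active = every replicate shows inhibition above about 80%, whatever the replicate mean, limit read from the data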;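 note: 0% = DMSO neutral controls and 100% = 20 µM radicicol positive controls; yeast relying on Plasmodium falciparum Hsp90 in place of its own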
Rtt109 Vps75 – blocks Candida albicans Rtt109/Vps75 acetyltransferase activity; actives 0.16% (n = 330,000); inhibition, % at 34.9 µM; purified Rtt109/Vps75, ThioGlo CoA-SH fluorescence, 4 h; Q5AAJ8;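 active = inhibition of at least 50% in every replicate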
PvdQ inh – blocks Pseudomonas aeruginosa PvdQ acylase activity; purified PvdQ acylase, fluorescence plate reader; actives 0.063% (n = 340,000); inhibition, % at 10 µM; in the data active = inhibition above about 30%, passing the limit was not always enough;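 note: 0% = vehicle neutral wells and 100% = reference inhibitor wells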
RTF Ca sens inh – cardiac RTF calcium desensitization; AID 493244; inhibition, % at 7.15 µM; actives 0.12% (n = 340,000); P19429+P45379; IANBD-labeled cardiac RTF, Ca2+ fluorescence;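 active = inhibition above the mean inhibition of all tested compounds plus 3 SD, cut at about 17% in these data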;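 note: assay run at fixed EC70 calcium of 1.6 mM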
NSD2 HMT inh – inhibitors of human histone methyltransferase NSD2 | inhibition, % at 12.5 µM | NSD2 peptide methylation, AlphaScreen, 120 min | O96028 | actives 0.54% (n = 310,000); in the data active = inhibition above about 50%
RTF Ca sens act – increases calcium sensitivity of human cardiac regulated thin filaments. IANBD-labeled TnC RTF fluorescence at EC20 calcium; 0% EC20 calcium, 100% full calcium. actives 0.24% (n = 340,000). P19429+P45379. AID 493008. activation, % at 7.2 µM;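 active = activation above the mean over all tested compounds plus 3 SD, cut at about 30% in these data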;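 note: rise in fluorescence read as greater calcium sensitivity of cardiac thin filaments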
C-LANA FP – blocks KSHV LANA C-terminal domain binding to DNA. MBP-C-LANA/FAM-LBS DNA binding, fluorescence polarization. inhibition, % at 9 µM. actives 0.078% (n = 340,000);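 active = highest replicate inhibition at or above 60% at 9 µM, even if other replicates fall short; inactive = all replicates below 60% inhibition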;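 note: 0% = neutral control wells and 100% = 4 µM acridine orange control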
dFosB act – enhances mouse delta FosB homodimer DNA binding. P13346. activation, % at 25 µM. purified delta FosB, TAMRA-CDK5 oligo fluorescence polarization; percent of positive-control signal above neutral wells. actives 0.99% (n = 340,000);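 active = mean activation above about 17%, with every replicate also reaching it, limit read from the data, passing the limit was not always enough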;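 note: fluorescence polarization rise as delta FosB binds a TAMRA Cdk5 AP-1 oligo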
Target sequence (P13346 whole entry, looked up): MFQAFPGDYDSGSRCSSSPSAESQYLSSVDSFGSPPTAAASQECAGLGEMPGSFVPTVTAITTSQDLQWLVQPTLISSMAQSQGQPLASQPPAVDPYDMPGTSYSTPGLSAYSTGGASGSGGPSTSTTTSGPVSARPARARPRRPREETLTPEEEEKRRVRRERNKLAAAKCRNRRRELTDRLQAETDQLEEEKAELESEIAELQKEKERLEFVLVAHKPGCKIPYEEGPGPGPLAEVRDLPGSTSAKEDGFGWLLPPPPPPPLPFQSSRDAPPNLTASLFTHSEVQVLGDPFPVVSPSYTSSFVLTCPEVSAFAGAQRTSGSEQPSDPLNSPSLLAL
Numbers without * were called inactive; / = not tested or not shown; & = joins results of further samples.

SMILES	Keap1-Nrf2 PPI	CDK5 inh	SUMO Mot1 rescue	PfHsp90 set2	Rtt109 Vps75	PvdQ inh	RTF Ca sens inh	NSD2 HMT inh	RTF Ca sens act	C-LANA FP	dFosB act
O=C(CC12CC3CC(CC(C3)C1)C2)NC(=S)NCc1ccccc1	-1	0.3	16	-17	2	-10	-6	-5	7	-1.4	-3
Cc1ccc(NC(=O)CSc2n[nH]c(-c3ccncc3)n2)cc1C	-8	-1.6	50	-7	7	-20	1	/	11	0.5	5
CC(C)S(=O)(=O)c1csc(C(=O)Nc2ccc(F)cc2)c1N	-1	3.7	-47	-5	-8	-20	1	-3	7	1.7	-4
Cc1cc(SCC(=O)O)nc2ccccc12	-2&-1	-0.1&0.6	65&-6	-4&-3	3&-1	-1&0	5&0	-1&-1	-1&0	-0.9&1.0	-2&8
CN(C(=O)CN1C(=O)NC2(CCCc3ccccc32)C1=O)C1CCCCC1 (stereo not given)	-9	-4.3	66	18	-5	-28	3	-3	-4	2.3	-1
CCCc1ccc(OCc2ccc(C(=O)N3CCN(c4ccccn4)CC3)o2)c(OC)c1	4	0.1	-8	/	2	-1	-1	7	0	-0.1	-19
Cc1ccc(N2C(=O)CC(Sc3ncn[nH]3)C2=O)cc1 (stereo not given)	-3	0.6	287*	21	-2	-30	-4	-3	6	1.1	-3
COc1ccc(N2CCSC2C(=O)NN)cc1 (stereo not given)	-2	2.5	-11	1	-25	-16	-6	-1	-6	-3.3	-1
Cc1ccc(C(=O)N/C(=C/c2ccco2)C(=O)Nc2cccc(C)c2)cc1	-4	-0.9	449	5	-5	13	1	2	4	-0.2	-9
CN1CC(=O)N(CC(=O)NC2CCCCC2)C1=O	-3	-0.6	-9	-1	2	-7	0	0	2	1.0	-6
CC(C)CN(C(=O)CCC(=O)OCC(=O)N(C)c1ccccc1)c1c(N)n(CC(C)C)c(=O)[nH]c1=O	-2	0.2	515*	3	4	3	4	1	0	0.2	-8
CN(C)CCN(C(=O)CCS(=O)(=O)c1ccccc1)c1nc2cc3c(cc2s1)OCO3	1	0.6	-5	5	4	11	6	0	0	-1.2	-1
COc1cccc(/C=C2\SC(=O)N(CC(=O)NC3CCS(=O)(=O)C3)C2=O)c1 (stereo not given)	-4	/	3	-19	-5	-10	-12	-2	-3	-1.5	-2
Cc1ccc2c(c1)c(C)c(C)n2CC(O)CN1CCOCC1 (stereo not given)	-6	-6.2	465	-61	-4	-24	-13	6	1	0.0	-1
CCC(C)[C@H](NC(=O)NCC1CCCO1)C(=O)OC (stereo not given in full)	-4	-0.9	4	11	-17	-5	-7	4	0	0.7	1
Cc1ccc(NC(=O)c2ccc(CNc3c(N4CCC(C)CC4)c(=O)c3=O)cc2)cc1	-1	1.7	5	1	3	3	12	-2	-6	-1.5	-2
O=C(O)C1CC(c2ccccc2)=NO1 (stereo not given)	-2	2.3	-18	3	4	1	-2	-2	-3	0.0	-4
CCN(CC)CCCN1C(=O)C(=O)/C(=C(/O)c2ccc3c(c2)OCCO3)C1c1ccco1 (stereo not given)	-6	-0.2	-2	0	-9	-12	2	13	-2	0.3	0
CC1CC(C(F)(F)F)n2nc(C(=O)O)cc2N1 (stereo not given)	-5	0.0	14	-19	-7	-14	-6	-1	-2	-0.9	-4
Cn1c(SCC#N)nnc1-c1cccnc1	-1	2.1	-3	-18	-2	-3	-1	-3	0	-0.5	7
COc1ccc(S(=O)(=O)N2CCN(Cc3ccccc3)CC2)cc1OC	0	1.4	125	1	-1	-5	-7	-3	-3	1.7	-11
Cc1c(OCC(=O)N[C@H](C(=O)O)c2ccccc2)ccc2c3c(c(=O)oc12)CCCC3	3	-0.3	129	-40	1	-6	-3	/	5	1.7	-3
CCOC(=O)C1=C(N)Oc2c(c(=O)[nH]c3ccccc23)C1c1ccccc1 (stereo not given)	-3	2.0	170	1	9	-14	-7	/	2	-0.9	12
Cc1cc(C)n(-c2nc(Nc3ccccc3C(F)(F)F)nc(-n3nc(C)cc3C)n2)n1	2	1.2	3	-14	-6	-12	-1	-2	0	-0.3	-11
CC(=O)N(c1ccccc1C)S(=O)(=O)c1ccc(Cl)cc1	-6	-3.6	9	3	4	-8	-18	-2	9	0.1	1
SMILES	Keap1-Nrf2 PPI	CDK5 inh	SUMO Mot1 rescue	PfHsp90 set2	Rtt109 Vps75	PvdQ inh	RTF Ca sens inh	NSD2 HMT inh	RTF Ca sens act	C-LANA FP	dFosB act
COc1ccc(Cl)cc1NC(=S)N(Cc1ccccc1C)CC1CCC(C(=O)O)CC1 (stereo not given)	-7	-1.0	-15	-11	9	0	3	/	3	0.1	-4
Cc1nc(N2CCCCC2)c2c(C)c(C(=O)Nc3ccc4c(c3)OCCO4)sc2n1	2	0.1	45	-8	7	16	-10	1	-7	-0.7	1
CN1CCN(C(=O)/C(=C/c2cn(S(=O)(=O)N(C)C)c3ccccc23)NC(=O)c2ccccc2)CC1	1	/	-3	13	-4	-3	1	-3	-5	0.8	-11
CCOc1ncccc1C(=O)Nc1nnc(C(CC)CC)s1	0	-1.3	/	-6	-8	0	-5	-1	5	1.9	-8
O=C(Nc1cc(S(=O)(=O)N2CCCCC2)ccc1Cl)c1ccc(F)cc1	-1	0.6	11	1	7	2	4	-1	2	1.4	-4
COc1ccc(CNC(=O)C2Cc3cc(S(=O)(=O)N4CCCC4)ccc3N2C(C)=O)c(OC)c1 (stereo not given)	0	0.2	97	10	-5	-8	-3	0	-4	-0.8	-2
Cc1cc(C)n(-c2nnc(C)n2NC(=O)c2cccc(Cl)c2)n1	5	0.2	0	/	-7	1	6	3	4	0.5	-3
Cc1ccccc1C(=O)NC(=S)N(CCO)Cc1ccccc1	0	-0.5	1	18	-2	-10	-8	-2	12	-1.7	-7
CN1CC(=O)N(CC(=O)Nc2ccc(F)cc2)c2ccccc2C1=O	-4	-3.2	200	-3	10	0	-9	-6	9	-0.2	-1
O=C(Nc1ccc(-n2nncc2-c2ccco2)cc1)c1cccc(F)c1	3	-1.9	7	-10	-1	0	-5	-1	3	-0.1	-3
COc1ccc(Cl)cc1NC(=O)CN(c1ccccc1)S(=O)(=O)N(C)C	-4	0.1	-6	-23	-3	-13	-6	-1	1	-0.1	-1
O=C(O)Cn1nnc(-c2ccc(OCc3ccccc3Cl)cc2)n1	3	-1.7	-11	-9	4	-9	-7	6	-2	-0.1	-4
Cc1csc(SCC(=O)N2CCN(S(=O)(=O)c3ccc(Cl)cc3)CC2)n1	0	0.8	4	1	12	12	2	1	-4	-1.1	-8
C=CCN(c1ccccc1)S(=O)(=O)c1cccc(C(=O)NCC(c2ccc(F)cc2)N2CCOCC2)c1 (stereo not given)	-3	1.8	65	1	17	14	-9	-2	-12	-0.6	-11
CCNC(=S)NNC(=O)c1csc2c1CCC(C)C2 (stereo not given)	-3	1.3	-12	-8	2	-13	7	-1	3	0.3	5
COC(=O)CN1C(c2ccccc2O)Nc2ccc(Br)cc2C1c1ccccc1 (stereo not given)	0	0.7	-18	-5	12	19	-11	-3	-6	-1.6	-1
CN(CCC#N)C(=O)CSc1nnc(-c2ccco2)n1N	-2	-0.8	-1	/	-20	-16	-10	-2	3	-0.8	3
COc1ccc(C(=O)c2c3ccc([N+](=O)[O-])cc3[n+]([O-])n2CCCC(N)=O)cc1	-5	-0.1	61	-38	-19	20	-18	/	-2	1.5	-5
Nc1nc(-c2c(Cl)cccc2Cl)no1	2	1.6	-12	-3	-3	-12	-5	-1	3	-2.0	-1
COC(=O)c1ccc(OCC(O)Cn2nnc3ccccc32)cc1 (stereo not given)	-2	0.3	-10	5	12	4	-5	1	-5	-1.2	0
CC(=O)c1cccc(NC(=O)Cn2cc3c(n2)CCCC3)c1	-7	2.1	114	/	-5	-16	-3	/	6	-1.0	1
C[C@H](CO)N1C[C@H](C)[C@@H](CN(C)Cc2ccc(Cl)c(Cl)c2)Oc2c(NC(=O)Cc3ccccc3)cccc2C1=O	1	0.9	23	25	3	9	-5	/	3	-1.3	0
CCOC(=O)C1CCN(C(=O)COC(=O)CNC(=O)c2sc3ccccc3c2Cl)CC1	1	0.5	-3	14	5	2	-1	-1	-3	0.3	-11
O=C(NC(Cc1c[nH]c2ccccc12)C(=O)OCC(=O)c1cccc2ccccc12)c1cccs1 (stereo not given)	-6	-1.5	-13	1	4	-15	-1	6	9	3.5	13
O=C(CSc1nnc2c(n1)[nH]c1ccccc12)NCc1ccccc1F	0	0.8	5	18	-10	-14	-10	2	-2	1.6	-6

Structures listed so far with a cyano group (two):
SMILES	Keap1-Nrf2 PPI	CDK5 inh	SUMO Mot1 rescue	PfHsp90 set2	Rtt109 Vps75	PvdQ inh	RTF Ca sens inh	NSD2 HMT inh	RTF Ca sens act	C-LANA FP	dFosB act
Cn1c(SCC#N)nnc1-c1cccnc1	-1	2.1	-3	-18	-2	-3	-1	-3	0	-0.5	7
CN(CCC#N)C(=O)CSc1nnc(-c2ccco2)n1N	-2	-0.8	-1	/	-20	-16	-10	-2	3	-0.8	3

Further structures follow.
SMILES	Keap1-Nrf2 PPI	CDK5 inh	SUMO Mot1 rescue	PfHsp90 set2	Rtt109 Vps75	PvdQ inh	RTF Ca sens inh	NSD2 HMT inh	RTF Ca sens act	C-LANA FP	dFosB act
O=C(N/N=C/c1ccc(O)cc1)c1csc2c1CCCC2	6	0.3	-21	-18	-2	-7	8	2	-2	2.8	-4
CCCOc1ccccc1NC(=O)c1ccc([N+](=O)[O-])cc1	4	-0.5	-11	4	5	4	3	-2	-1	-2.1	-8
CCc1nc(CNC(=O)C2CCC(=O)N(Cc3ccccc3F)C2)no1 (stereo not given)	-2	1.3	/	19	-11	-6	-4	13	-2	-1.0	3
Cc1nnc(NC(=O)CSc2nnc(Cc3cccn3C)n2CCc2ccccc2)s1	-9	1.9	7	-2	-6	-11	-12	0	-6	1.1	-7
O=C(CCc1nc2ccccc2[nH]1)Nc1ccc2c(c1)OCO2	4	0.7	7	-11	0	6	0	4	-3	0.1	-3
CCOC(=O)C1CCN(C(=O)CNS(=O)(=O)c2ccc(Br)s2)CC1	5	-0.9	-20	26	1	2	-1	2	0	0.1	6
CCCCN(CC)S(=O)(=O)c1ccc(C(=O)N(CCCN(C)C)c2nc3cc(C)cc(C)c3s2)cc1	-1	0.4	-52	-6	7	-2	0	0	-3	0.0	3
O=C(COC(=O)c1ccccc1Br)Nc1ccc2[nH]c(=O)[nH]c2c1	4	0.3	6	-33	6	-3	-3	1	5	0.7	-3
Cc1cc([N+](=O)[O-])cc2c1NC(=O)C2(O)N1CCCCCC1 (stereo not given)	-1	1.2	71	12	10	-8	2	0	0	1.8	-5
Cc1noc(C)c1COc1ccc(C(=O)Nc2nnc(CC(C)C)s2)cc1	-3	-0.9	15	-23	-2	-12	-9	4	1	8.9	-9
O=C(NCCCOc1ccc([N+](=O)[O-])cc1Cl)OCc1ccccc1	-5	-1.0	/	-26	0	-15	7	4	-5	-1.3	-9
C=CCn1c(N)c(C(=O)Nc2ccc(C)c(C)c2)c2nc3ccccc3nc21	0	-0.9	5	-1	4	0	16	-2	1	-0.3	-8
CC1CCc2c(C(=O)Oc3cccc(-n4cnnn4)c3)csc2C1 (stereo not given)	3	0.0	-5	/	/	-10	-6	18	-1	0.0	-8
